SMN2 splice enh: SMN2 splice variant enhancement; HEK293 SMN2-luciferase splicing reporter, luminescence, 30-36 h; Potency, µM (highest dose often 46.1 µM), without a hit: top-dose activity change, positive = activation, most hits filed as activators; 210,000 tested, 2.8% active; also: potency is read from the fitted curve at half-maximal effect; % of control where 0% means no effect; nearly all actives have a fitted effect of over 55% in size
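HEK293 cells carry an SMN2 […]–luciferase reporter in which exon 7 inclusion puts luciferase in frame. Cells were plated 10-12 h before compound addition, then incubated 30-36 h at 37C. ONE-Glo luminescence was read; sodium butyrate at 4.5 mM final served as control.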
CBFb RUNX1 block: inhibitors of human CBF-beta and RUNX1 interaction; Q01196+Q13951; AlphaScreen CBFb-His/RUNX1-biotin binding, biochemical; Potency, µM (doses to about 59.8 µM), for inactives: top-dose activity, negative = inhibition, most hits filed as inhibitors; 230,000 tested, under 10 active; AID 1477; also: % of control where 0% means no effect
Target sequence (Q01196 whole entry, looked up): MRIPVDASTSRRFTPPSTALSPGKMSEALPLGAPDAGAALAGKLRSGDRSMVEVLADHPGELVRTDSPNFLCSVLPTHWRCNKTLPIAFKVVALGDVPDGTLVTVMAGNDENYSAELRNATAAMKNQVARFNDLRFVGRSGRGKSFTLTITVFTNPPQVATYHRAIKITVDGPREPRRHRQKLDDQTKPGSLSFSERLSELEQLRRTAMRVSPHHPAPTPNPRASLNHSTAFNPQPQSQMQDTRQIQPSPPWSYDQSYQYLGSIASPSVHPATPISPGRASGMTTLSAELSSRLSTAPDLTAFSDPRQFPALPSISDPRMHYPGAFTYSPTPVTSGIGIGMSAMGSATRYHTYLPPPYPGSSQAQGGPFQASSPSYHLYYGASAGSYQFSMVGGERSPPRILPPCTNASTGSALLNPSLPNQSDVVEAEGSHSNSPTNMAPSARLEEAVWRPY
Target sequence (Q13951 whole entry, looked up): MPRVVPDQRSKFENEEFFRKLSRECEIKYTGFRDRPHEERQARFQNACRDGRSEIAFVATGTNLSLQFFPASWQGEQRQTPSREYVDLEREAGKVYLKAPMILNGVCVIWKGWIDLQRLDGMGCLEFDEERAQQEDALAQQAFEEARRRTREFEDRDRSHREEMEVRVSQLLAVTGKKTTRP
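Room-temperature protein-protein interaction test with 30 nM each of His-tagged CBF-beta and biotinylated RUNX1, 15 min with compound, then 90 min with nickel plus streptavidin beads. Signal read in AlphaScreen mode.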
HttQ103 aggreg: reduces HttQ103-GFP aggregates in PC12 cells | PC12 HttQ103-GFP aggregates, Acumen cytometry, 40 h | Potency, µM (highest dose often 46.1 µM), without a hit: top-dose activity change, negative = inhibition, usual class: inhibitors | 220,000 tested, 1.1% active; also: potency is read from the fitted curve at half-maximal effect; % is scaled to controls: 0 for no effect and ±100 for the full control effect; nearly all actives have a fitted effect of over 60% in size
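Compounds (qHTS titration) were added to PC12 cells expressing an ecdysone-driven HTT exon 1 Q103–GFP fusion after induction with 100 nM tebufenozide. Aggregate formation was measured as GFP objects in cell lysates.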
KinaseGlo FLuc: Kinase-Glo luciferase inhibition (counter-screen); Q27757; 200,000 tested, 0.28% active; Potency, µM (highest dose often 38.3 µM), inactives show top-dose activity change, negative = inhibition, most hits filed as inhibitors; Kinase-Glo luciferase, ATP luminescence, 8 min; AID 1379; also: potency is read from the fitted curve at half-maximal effect; % is scaled to controls: 0 for no effect and ±100 for the full control effect; nearly all actives have a fitted effect of over 60% in size
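Kinase-Glo luciferase light output from ATP and luciferin was measured with 10 uM ATP, within the enzyme's linear range. Buffer: 50 mM imidazole pH 7.2, 50 mM KCl, 7 mM MgCl2, 0.01% Tween 20, 0.05% BSA; luminescence read after 8 min at ambient temperature.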
Lamin A splicing: modulators of lamin A splicing | HeLa LMNA splicing GFP/RFP minigene ratio, 48 h | Potency, µM (doses to about 46.1 µM), for the others: at the highest dose ratio change, negative = inhibition, actives largely listed as inhibitors | 200,000 tested, 0.01% active; active = well fitted inhibition curve with a large enough effect in the signal ratio, with a control signal flat, not every such curve was filed as active; inconclusive = small, poorly fitted or top-dose-only effect, or effect the other way, or a change in a side signal; the % refers to the signal ratio; also: potency is read from the fitted curve at half-maximal effect; % is scaled to controls: 0 for no effect and ±100 for the full control effect
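S3 HeLa cells stably expressing lamin A-EGFP splicing minigene plus DsRed2, 600 cells/well, 48 h compound exposure at 37C. Laser-scanning cytometry; analysed as GFP (500-530 nm)/RFP (575-640 nm) total intensity ratio; 0.5% DMSO vehicle.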
IMPase Li inh: cell-permeable IMPase inhibitors with lithium potentiation | AID 1457 | 210,000 tested, 0.35% active | Potency, µM (titrated, usually from 59.4 µM), for inactives: top-dose activity, negative = IMPase inhibition, most hits filed as inhibitors | CHO-M1 cells, IP1 TR-FRET (IP-One), carbachol + lithium;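 also: IP1 builds up when IMPase is blocked and the TR-FRET signal falls; potency is read from the fitted curve at half-maximal effect; plate controls were basal vehicle for no effect and high inhibitor control for full effect; nearly all actives have a fitted effect of over 50% in size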
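CHO cells stably expressing M1 receptor (2000/well) were cultured 16–30 h, then exposed to compounds with a small lithium addition for 30 min at 37C. IP1 was measured by TR-FRET competition; AC50 from Hill fits.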
HTT cytoprotect: cytoprotection in Huntington HTT-Q103 PC12 cell model; PC12 HTT-Q103 induced, cytoprotection, ATP luminescence, 40 h; Potency, µM (doses to about 56.4 µM), for inactives: cytoprotection (ATP increase), most hits filed as activators; 230,000 tested, 0.14% active; AID 1471;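 also: potency is read from the fitted curve at half-maximal effect; % of control where 0% means no effect; nearly all actives have a fitted effect of over 45% in size; toxic huntingtin expression switched on by the ecdysone agonist tebufenozide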
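Rat PC12, Q103 Htt exon1-GFP fusion, ecdysone promoter; tebufenozide inducer 100 nM final; compound titration; qHTS, 1500 cells/well; ATPlite luminescent read.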
Active calls of the source: *; ? = inconclusive; / = no result given; & = joins results of further samples; [ ] = remark or other dose. Unless noted, calls follow the shape of the dose curve; as a rule, active = well fitted curve in the direction sought with a large enough effect; inconclusive = small, poorly fitted or top-dose-only effect, or another doubt; inactive = no such curve, though single readings can be large; an effect the other way counts as inactive or inconclusive. The order is random, and some 4% of all compounds hit somewhere here.

Results follow in this order: SMN2 splice enh, CBFb RUNX1 block, HttQ103 aggreg, KinaseGlo FLuc, Lamin A splicing, IMPase Li inh, HTT cytoprotect
- Cn1c(=O)c2c(nc(CN3CCN(CCO)CC3)n2CCc2ccccc2)n(C)c1=O
  /, -2%, -17%[9.22 µM], /, /, -7%, 1%[10 µM]
- COc1ccc(N2CCN(CC(O)COc3ccc([N+](=O)[O-])cc3)CC2)cc1 (stereo not given)
  5%, -3%, 17%, 0%, -1%, 5%, 13%[10 µM]
- CC(C)c1onc(C(=O)NCCc2ccccc2)c1[N+](=O)[O-]
  -53%[inhibitor], 4%, -5%, 0%, 17%[46 µM], 6%, 12%
- CC1(C)N=C2C(=[N+]1[O-])CCC/C2=N\O
  -9%, -1%, 4%, -4%, 8%, 7%[38.3 µM], 7%
- Cn1cccc1CNC(=O)Nc1ccc(Cl)c(Cl)c1
  ?, -10%, 5%, -10%, 7%, -1%[38.3 µM], -18%
- CCOc1ccccc1N1CCN(C(=S)NC(=O)C23CC4CC(CC(C4)C2)C3)CC1
  -34%[inhibitor], -13%, -23%, -1%, ?, 6%, -9%[10 µM]
- O=S(=O)(c1ccccc1)N1CCN(c2nnc(-c3ccccc3)c3ccccc23)CC1
  /, -6%, 22%[9.22 µM], /, /, /, 10%[10 µM]
- COc1ccc(C2C(C(=O)C(C)(C)C)=C(O)C(=O)N2Cc2ccccc2)cc1 (stereo not given)
  12%, -1%, 4%, -3%, -5%, -12%, 11%[0.074 µM]
- NC(=O)c1cccc(C(N)=O)n1
  6%, 10%, -5%, 1%, 8%[46 µM], 1%, -41%[inhibitor]
- CC(C)(C)c1nnc(NC(=O)c2cc(-c3ccccc3)nc3ccccc23)s1
  -20%, 2%, -19%, 4%, -3%, ?, -27%
- CCOc1ncccc1C(=O)Nc1nc(C(C)(C)C)cs1
  -17%, ?, -13%, -1%, ?, 16%, -59%[inhibitor]
- [O-][n+]1onc2c1CCC1N(O)C(c3ccccc3)CC21O (stereo not given)
  2%, 3%, -16%, 1%, -6%, 13%[38.3 µM], 9%
- CC(C)CC(NC(=O)c1ccccc1)C(=O)N/N=C/c1ccco1 (stereo not given)
  5%, -4%, -2%, 2%, 7%, 9%, /
- Cc1ccc(NCc2nnc(SCC(=O)N(Cc3ccccc3)C(C)(C)C)o2)c(C)c1
  -14%, -17%, -46%, 4%, ?, 36%[38.3 µM], 5%[10 µM]
- Cc1ccc(/C=c2\s/c(=C(/C#N)C(=O)N3CCCC3)n(Cc3ccco3)c2=O)s1
  -34%[inhibitor], ?, 30%, 10%, 16%, 39%[activator][38.3 µM], -36%
- CCS(=O)(=O)N1CCC(C(=O)NCCCN2CCC(Cc3ccccc3)CC2)CC1
  /, 2%, -3%, /, 7%, /, -41%[inhibitor]
- CCCCC(=O)N1CCCC(C)C1 (stereo not given)
  /, -4%, -8%[9.22 µM], /, /, /, -4%[10 µM]
- O=C(C[n+]1cc(-c2ccc(F)cc2)n2c1CCC2)Nc1nc(-c2ccccc2)cs1
  21%, -16%, 18%, -5%, 3%, 12%, -41%[10 µM]
- S=c1[nH]nc(-c2cccc(Cl)c2)n1CCN1CCCCC1
  9%, -1%, 5%, 1%, -4%, -3%, 19%[10 µM]
- CCOC(=O)C1(CC)NC(c2ccco2)C2C(=O)N(c3ccc(C)cc3)C(=O)C21 (stereo not given)
  -17%, 2%, ?, 2%, 22%, -27%[38.3 µM], -14%[10 µM]
- Cc1nc(SCC(=O)CC(=O)OC(C)C)c(C#N)c(C)c1C
  -13%, 7%, 3%, 1%, 12%, 17%[38.3 µM], 7%[10 µM]
- CC1(C)NC(=O)N(CC(=O)O)C1=O
  28%, 3%, -12%, 0%, 1%, 20%[38.3 µM], 1%
- O=C(CSc1ccccn1)Nc1cccc([N+](=O)[O-])c1
  5%, -17%, 11%, -5%, 9%[46 µM], 7%, -25%
- Cc1cccc(NC(=O)CCNS(=O)(=O)c2cccc3nsnc23)c1
  22%, -3%, -22%, 3%, -10%, 20%[38.3 µM], -8%
- NC(=O)Nn1c(CCC(=O)O)ccc1-c1ccc(Br)cc1
  /, 2%, 19%, 4%, 5%, 12%[38.3 µM], 5%
- O=C(O)C(Cc1c[nH]c2ccccc12)NS(=O)(=O)c1ccc2ccccc2c1 (stereo not given)
  0%, -4%, 8%, 1%, 9%, -3%, -5%[10 µM]
- NC(=O)c1ccccc1N(Cc1ccccc1)S(=O)(=O)c1ccccc1
  -8%, 0%, 9%[9.22 µM], -1%, -12%[46 µM], 4%, -51%[inhibitor][1.9 µM]
- CCOC(=O)c1ccc(NC(=O)Cn2nnc(-c3ccccc3F)n2)cc1
  -7%, -7%, -4%, 2%, ?, -3%, /
- COc1ccc(CC(=O)Nc2nc3n(n2)C(c2ccccc2)CC(=O)N3)cc1OC (stereo not given)
  7%, 4%, 9%, -2%, 9%, -3%[38.3 µM], 2%
- Cc1cnc(C(=O)OCC(=O)Nc2ccc(C)c(S(=O)(=O)N3CCCCCC3)c2)cn1
  2%, -3%, 7%, -1%, ?, 6%, -34%[inhibitor]
- CC(=O)N1CCN(C(=O)CCC(=O)O)CC1
  /, 7%, -4%[9.22 µM], /, /, /, -13%[10 µM]
- Cc1ccc(S(=O)(=O)N(Cc2ccccc2)Cc2ccco2)cc1
  -18%, ?, ?, -3%, -9%, 12%, 6%
- COc1ccc(N2Cc3ccccc3/C2=N\C(=O)Nc2ccccc2)cc1
  -3%, -5%, 8%, -2%, -1%[9.22 µM], 10%, ?
- CS(=O)(=O)N1CCCC(C(=O)NCc2ccc(F)cc2Cl)C1 (stereo not given)
  -11%, -3%, -2%, -5%, 0%, -4%[38.3 µM], 12%[0.074 µM]
- Cc1ccc(C)c(NC(=O)C2CC(O)CN2C(=O)OCc2ccccc2)c1 (stereo not given)
  6%, 4%, 2%, 0%, -6%, 2%[38.3 µM], 7%
- CCCCOC(=O)Nc1nc(CC(=O)OCC)cs1
  22%, 6%, 9%, 8%, 4%, 27%[38.3 µM], -3%
- CCC(=O)Nc1sc2c(c1C(=O)N(C)C)CCCCC2
  3%, 1%, ?, -1%, -5%, -3%, 12%[10 µM]
- COC(=O)Nc1ccc(S(=O)(=O)Nc2ncccn2)cc1
  8%, -3%, /, 0%, 19%[46 µM], 1%, /
- Cc1nn(C)c(C)c1NC(=O)Nc1ccc(Cl)c(Cl)c1
  2%, -17%, -3%, -1%, /, 6%, -35%[inhibitor]
- Cc1ccc(N=c2ssnc2Cl)cc1
  -11%, -20%, 12%, -1%, 15%, -12%[38.3 µM], -3%
- COc1ccc(-n2nnnc2/C=C\Nc2ccccc2C(=O)c2ccccc2)cc1
  10%, 2%, 4%, -3%, ?, 13%[38.3 µM], -52%[inhibitor][10 µM]
- Cc1ccc(S(=O)(=O)Oc2ccccc2/C=N/Nc2ccc(C(=O)O)cc2)cc1
  /, -11%, -4%[9.22 µM], /, /, /, -19%[10 µM]
- O=C(NCC1CCCO1)C(c1cccs1)N(Cc1cccs1)C(=O)Cn1nnc(-c2cccs2)n1 (stereo not given)
  7%, 3%, 25%, -1%, -2%, 15%, 10%[10 µM]
- CCC(c1nnnn1CCOC)N1CCN(c2cccc(C(F)(F)F)c2)CC1 (stereo not given)
  0%, 5%, -21%, 15%, -7%, -11%[38.3 µM], -3%[10 µM]
- Cn1cnc([N+](=O)[O-])c1Nc1ccc(O)cc1
  /, 4%, 0%, /, 1%, /, -11%
- CCS(=O)(=O)N1CCC(C(=O)NCc2ccc(OC)cc2)CC1
  14%, 1%, -19%, 1%, /, -8%, -40%[inhibitor]
- CCOC(=O)c1ccccc1NC1c2ccccc2C(=O)N1c1cc(C)ccn1 (stereo not given)
  -12%, 6%, -16%, -1%, -3%, 18%[38.3 µM], -12%
- COc1cc(Cl)cc(C2NC(=O)NC(C)=C2C(C)=O)c1OCC(=O)O (stereo not given)
  2%, -4%, 10%, -4%, 10%, -1%[38.3 µM], 12%[10 µM]
- O=C(c1ccc2ccccc2n1)N1CCN(c2ccccc2Cl)CC1
  ?, 3%, 3%, 3%, -11%[46 µM], 3%, -16%[10 µM]
- CC(NCCC(c1ccccc1)c1ccccc1)c1ccccc1 (stereo not given)
  -50%&-30%[inhibitor], 4%&3%, ?, -3%&-4%, ?, 21%&25%, -33%[inhibitor]
- COc1ccccc1C(=O)NCCc1c(C)[nH]c2c(C)ccc(F)c12
  -16%, -2%, -17%, -3%, /, ?, -49%[inhibitor]
- COc1ccc(N(CC(=O)N2CCN(c3ccc(F)cc3)CC2)S(=O)(=O)c2c(C)n[nH]c2C)cc1
  -8%&-15%, 0%, -11%, -1%, /, 9%, 0%
- Cc1ccc(NC(=O)CSCc2n[nH]c(=O)[nH]2)c(Br)c1
  -8%, 2%, -1%, 2%, ?, 3%, -44%[inhibitor]
- O=C(O)CSc1c(-c2ccccc2)[nH]c2ccccc12
  -15%, -4%, 7%, -1%, -6%, -2%, -4%[10 µM]
- N#Cc1nc(COc2ccc(F)cc2)oc1NCCN1CCOCC1
  -10%, 1%, -14%[9.22 µM], 4%, 2%, 2%[38.3 µM], 8%
- O=C(Nc1ccc(OCc2ccccc2)cc1)c1cccnc1
  1%, 7%, -4%, -4%, 22%, 27%[38.3 µM], -3%
- CCNC(=O)c1ccccc1CCc1ccccc1
  0%, -3%, 14%, 1%, /, 8%, -41%[inhibitor]
- O=C(Nc1ccc(N2CCOCC2)c(C(=O)O)c1)c1ccco1
  13%, 3%, -9%[9.22 µM], 2%, 4%, 32%[activator][38.3 µM], -14%
- COc1ccc(-c2nc(C#N)c(N3CC(C)OC(C)C3)o2)cc1OC (stereo not given)
  -4%, 1%, 1%, 3%, -16%, -3%, 3%[10 µM]
- Cc1ccc(-n2c(C)nc3c(cnn3-c3ccccc3Cl)c2=O)cc1C
  -4%, -4%, 7%, -2%, -9%, 11%[38.3 µM], 27%[10 µM]
- Cc1nnc(SCC(=O)N(C)Cc2ccccc2)[nH]c1=O
  -7%, 7%, -11%, -2%, 1%, -3%[38.3 µM], -4%
- CC(SC(=S)N1CCOCC1)C(=O)O (stereo not given)
  9%, 4%, -11%, -4%, 0%, 3%[38.3 µM], -2%
